High-throughput results: PubChem BioAssay, Broad Institute
STK33 kin inh – human STK33 kinase inhibition; ADP-Glo luminescence, MBP substrate; inhibition, % at 12.5 µM; actives 0.44% (n = 27,000); AID 2322; in the data active = inhibition above about 20%
Target sequence (Q9BYT3 whole entry, looked up): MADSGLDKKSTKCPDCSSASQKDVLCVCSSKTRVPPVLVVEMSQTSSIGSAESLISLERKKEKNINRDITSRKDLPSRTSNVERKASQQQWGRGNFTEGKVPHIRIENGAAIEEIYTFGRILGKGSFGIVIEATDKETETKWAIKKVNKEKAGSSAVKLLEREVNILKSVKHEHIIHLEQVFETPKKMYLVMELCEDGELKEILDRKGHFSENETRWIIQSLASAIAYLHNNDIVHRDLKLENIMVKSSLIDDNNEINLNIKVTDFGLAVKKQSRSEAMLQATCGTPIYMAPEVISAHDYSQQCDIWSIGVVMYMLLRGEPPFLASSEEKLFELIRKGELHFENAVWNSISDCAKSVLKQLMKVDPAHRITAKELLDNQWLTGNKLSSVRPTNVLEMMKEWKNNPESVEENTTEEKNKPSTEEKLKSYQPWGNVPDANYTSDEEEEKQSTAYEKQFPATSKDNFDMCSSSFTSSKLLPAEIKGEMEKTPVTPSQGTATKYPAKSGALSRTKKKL
p53 PUMA act – restores mutant p53 pathway signaling in SW480 cells | activation, % at 9.98 µM | AID 624151 | SW480 PUMA-promoter luciferase, p53 mutant reactivation | actives 1.5% (n = 28,000); in the data active = activation above about 52%
Numbers without * were called inactive; . = no result given. Not all compounds are listed; the hit share may differ from the screen's.

SMILES | STK33 kin inh | p53 PUMA act
C[C@@H]1CN([C@H](C)CO)C(=O)Cc2cc(NS(=O)(=O)c3ccccc3)ccc2O[C@@H]1CN(C)S(=O)(=O)c1cccs1 | -1 | 6
C[C@@H]1CCCCO[C@@H](CN(C)C(=O)Nc2ccc(F)cc2)[C@@H](C)CN([C@H](C)CO)C(=O)c2cc(NS(=O)(=O)c3ccc(F)cc3)ccc2O1 | 1 | .
C[C@@H]1CN([C@@H](C)CO)C(=O)c2cc(NS(=O)(=O)c3ccccc3)ccc2O[C@@H]1CN(C)C(=O)NC1CCCCC1 | 1 | 1
C[C@H]1CN([C@@H](C)CO)C(=O)Cc2cc(NC(=O)CCN3CCOCC3)ccc2O[C@H]1CN(C)Cc1ccc(C(=O)O)cc1 | 0 | .
CNC(=O)Nc1nc2cccnc2s1 | 12 | .
C[C@@H]1CN([C@@H](C)CO)C(=O)c2cc(NC(=O)c3ccccc3)ccc2O[C@@H](C)CCCCO[C@H]1CN(C)S(=O)(=O)c1cn(C)cn1 | . | 4
O=C(NC1CCN(Cc2ccccc2)CC1)c1ccc(I)cc1 | . | -24
CN1C(=O)c2ccccc2C(C(=O)NCc2ccco2)C1c1cn(C)c2ccccc12 (configuration not stated) | . | 1
C[C@@H]1CN([C@H](C)CO)C(=O)Cc2cc(NS(=O)(=O)c3cccs3)ccc2O[C@H]1CN(C)CC1CCCCC1 | 1 | .
C[C@@H]1CN([C@@H](C)CO)C(=O)c2cc(NC(=O)CCCN(C)C)ccc2O[C@@H](C)CCCCO[C@@H]1CN(C)Cc1ccncc1 | . | 0
C[C@@H]1CN([C@@H](C)CO)C(=O)c2cc(NC(=O)Nc3ccc(F)cc3)ccc2O[C@@H]1CN(C)S(=O)(=O)c1ccc(Cl)cc1 | 3 | .
O=c1c(Cl)c(NCCc2ccccc2)cnn1-c1ccccc1 | 0 | .
C/C=C/c1ccc2c(c1)O[C@@H](CN(C)CC1CCOCC1)[C@@H](C)CN([C@H](C)CO)S2(=O)=O | . | 2
O=C(N1CCOCC1)[C@]1(Cc2ccccc2)N=C(c2ccc(OCCCO)cc2)O[C@@H]1c1ccccc1 | -1 | .
C[C@@H]1CN([C@H](C)CO)C(=O)c2cc(NS(=O)(=O)c3cccs3)ccc2O[C@@H](C)CCCCO[C@@H]1CN(C)C(=O)Cc1ccccc1 | . | -8
Cn1cc(CNC(=O)c2cc(-c3ccncc3)nc3ccc(Br)cc23)cn1 | -2 | -20
NC(=O)C1c2ccccc2Oc2ccccc21 | 1 | .
C[C@@H]1CN([C@H](C)CO)C(=O)c2cccc(NC(=O)C3CCOCC3)c2O[C@H]1CN(C)Cc1ccc2c(c1)OCO2 | . | -6
CN(C)CCNc1oc(COc2ccc(F)cc2)nc1C#N | 0 | -4
C[C@@H]1CN([C@H](C)CO)C(=O)Cc2cc(NC(=O)CCN3CCOCC3)ccc2O[C@H]1CN(C)S(C)(=O)=O | -1 | 7
Cc1cc(NC(=O)C(=O)NCc2cccnc2)ccc1Br | 0 | 46
C=CC[C@]1(C(=O)OC)N=C(c2ccc(OCCCO)cc2)O[C@H]1c1ccccc1 | -2 | .
O=C(CSC1CC(=O)N(c2ccc(Cl)cc2)C1=O)Nc1cccc(F)c1 (configuration not stated) | -1 | -21
COc1ccc([N+](=O)[O-])cc1NC(=O)C1(c2ccc(OC)c(OC)c2)CCOCC1 | 0 | 1
COc1ccc(CN(CCN(C)C)c2ncccn2)cc1 | 2 | 16
Cc1noc(C)c1NC(=O)N(C)C[C@H]1Oc2ccc(NC(=O)Nc3ccc(F)cc3)cc2CC(=O)N([C@@H](C)CO)C[C@@H]1C | -3 | .
C[C@H]1CN([C@@H](C)CO)S(=O)(=O)c2ccc(-c3ccncc3)cc2O[C@@H]1CN(C)C(=O)c1cccc(F)c1 | . | -17
COc1cccc(C(Nc2cc(C)ccn2)c2ccc3ccc(C)nc3c2O)c1 (configuration not stated) | 2 | 11
C/S(=N\S(=O)(=O)c1cccc2nsnc12)c1ncc(Cl)cc1C(F)(F)F (configuration not stated) | . | -11
COc1ccc(N2C(=O)Cc3ccc(OC)cc3C2=O)cc1 | 0 | .
Cc1ccccc1S(=O)(=O)N(C)C[C@H]1OCc2cnnn2CCCC(=O)N([C@H](C)CO)C[C@H]1C | -6 | .
O=C(O)CCCC(=O)Nc1ccc(O)cc1 | 0 | 0
C[C@@H]1CN([C@H](C)CO)C(=O)Cc2cc(NS(=O)(=O)c3cccs3)ccc2O[C@@H]1CN(C)CC1CCCCC1 | 0 | .
C[C@H](CO)N1C[C@H](C)[C@H](CN(C)Cc2ccccc2C(=O)O)Oc2ncc(C#CC3CC3)cc2C1=O | . | -5
C[C@H]1CN([C@@H](C)CO)C(=O)c2cc(NS(=O)(=O)c3cn(C)cn3)ccc2O[C@H]1CN(C)S(=O)(=O)c1ccc(F)cc1 | 0 | .
Cc1noc(C)c1NC(=O)Nc1ccc2c(c1)C(=O)N([C@H](C)CO)C[C@H](C)[C@H](CN(C)S(=O)(=O)c1cn(C)cn1)OCCCC[C@H](C)O2 | . | 1
CCn1c(SCC(=O)Nc2ccccc2N2CCOCC2)nnc1-c1ccccc1 | 2 | 1
C[C@H]1CN([C@@H](C)CO)C(=O)c2cc(NC(=O)CCC(F)(F)F)ccc2O[C@H]1CN(C)CC1CC1 | 0 | .
C[C@@H]1CN([C@@H](C)CO)C(=O)Cc2cc(NC(=O)NC3CCCCC3)ccc2O[C@@H]1CN(C)Cc1ccc(Oc2ccccc2)cc1 | 1 | .
CC(C)OC(=O)N(C)C[C@@H]1OCc2cn(nn2)CCCC(=O)N([C@H](C)CO)C[C@H]1C | -2 | .
Cc1nc(SC(C(=O)c2ccccc2)c2ccccc2)nc2c1CCCC2 (configuration not stated) | -1 | -3
Nc1ncnc2c1ncn2C1OC(CO)[C@H](O)[C@@H]1S (some centres not stated) | 0 | -6
C[C@H]1CN([C@@H](C)CO)C(=O)Cc2cc(NS(=O)(=O)c3ccc(F)cc3)ccc2O[C@H]1CN(C)S(=O)(=O)c1ccccc1 | 0 | .
C[C@H]1CN([C@@H](C)CO)C(=O)Cc2cc(NS(=O)(=O)c3ccccc3)ccc2O[C@@H]1CN(C)Cc1ccc(C(F)(F)F)cc1 | 7 | .
CNC[C@H]1Oc2ccc(NS(=O)(=O)c3ccc(F)cc3)cc2CC(=O)N([C@H](C)CO)C[C@H]1C | 1 | .
Clc1ccccc1CSc1nnc(Cn2cnc3ccccc32)n1-c1ccccc1 | -1 | -7
O=C(NCc1ccco1)c1ccc(Cl)c(S(=O)(=O)N2CCOCC2)c1 | -5 | -7
C[C@H](CO)N1C[C@H](C)[C@H](CN(C)C(=O)Nc2ccccc2)Oc2ccc(NC(=O)Nc3ccc(F)cc3)cc2CC1=O | -3 | .
Cc1ccc(S(=O)(=O)N2C(=O)CCC2C(=O)Nc2cccc3c2CCCC3)cc1 (configuration not stated) | 0 | 3
C[C@H](CO)N1C[C@H](C)[C@H](CN(C)C(=O)Nc2cccc3ccccc23)Oc2c(NS(C)(=O)=O)cccc2C1=O | . | -11
C[C@H](CO)N1C[C@H](C)[C@H](CN(C)C)Oc2ccc(NS(=O)(=O)c3cn(C)cn3)cc2C1=O | -316 | 5
O=C(CC1NCCNC1=O)Nc1ccc2c(c1)OCCO2 (configuration not stated) | 3 | 0
C[C@H](CO)N1C[C@H](C)[C@H](CN(C)S(=O)(=O)c2ccc(C#N)cc2)Oc2ncc(-c3cc4ccccc4o3)cc2C1=O | 2 | .
CC(C)NC(=O)N(C)C[C@@H]1OCCCC[C@H](C)Oc2ccc(N(C)C)cc2C(=O)N([C@H](C)CO)C[C@@H]1C | . | 0
COC(=O)c1ccccc1NC(=O)c1ccc(NS(=O)(=O)c2cccc3cccnc23)cc1 | 0 | -2
C[C@H](CO)N1C[C@H](C)[C@H](CN(C)S(=O)(=O)c2ccc(F)cc2)Oc2ccc(NC(=O)C3CCCCC3)cc2C1=O | -1 | .
CS(=O)(=O)N(CC(=O)O)c1cccc(Cl)c1 | -2 | 2
CC(Oc1ccc(Cl)cc1Cl)C(=O)Nc1cccc(-c2nc3ccccc3o2)c1 (configuration not stated) | -3 | 9
Cc1ccc(OCCSc2nc(C)cc(=O)[nH]2)c(I)c1 | 0 | 30
C[C@H]1CN([C@@H](C)CO)C(=O)c2cc(-c3ccc(C(=O)N(C)C)cc3)cnc2O[C@H]1CN(C)C(=O)C1CC1 | . | 5

Carrying on.
SMILES | STK33 kin inh | p53 PUMA act
CCCCOc1ccc(OCCCN2CCOCC2)cc1 | 5 | -1
CN(CC(=O)Nc1ccc(Cl)cc1)S(=O)(=O)c1ccccc1 | -2 | -1
O=C(NCc1ccco1)c1cc([N+](=O)[O-])ccc1Sc1nc2ccccc2[nH]1 | -1 | -30
CC1(C)CC(=O)C2=C(C1)NC1=C(C(=O)c3ccccc31)C2c1ccc(OC(=O)CN2C(=O)C3CCCCC3C2=O)cc1 (configuration not stated) | -1 | -8
O=C(N[C@@H]1C[C@H]2CC[C@@H]1C2)c1ccc(CSc2ccccc2)cc1 | . | 42
COc1ccc(S(=O)(=O)N(C)C[C@H]2Oc3ccc(NC(=O)Cc4ccccc4)cc3C(=O)N([C@@H](C)CO)C[C@H]2C)cc1 | 0 | -10
Cc1cccc(OCCn2c(C(C)O)nc3ccccc32)c1 (configuration not stated) | 5 | 0
C/C=C/c1cnc2c(c1)C(=O)N([C@H](C)CO)C[C@@H](C)[C@H](CN(C)Cc1ccncc1)O2 | . | 11
Cn1c(=O)c2c(nc(Sc3nnc(N)s3)n2C)n(C)c1=O | . | -2
CC(=O)c1cccc(NC(=O)CN(c2cccc(F)c2)S(C)(=O)=O)c1 | -3 | -4
Nc1nnc(SCC(=O)Nc2ccc(Cl)cc2O)s1 | 1 | 5
Cc1noc(NS(=O)(=O)c2ccc(N)cc2)c1C | 3 | .
COc1ccc(NC(=O)N(C)C[C@@H]2Oc3ccc(NC(=O)Nc4ccc5c(c4)OCO5)cc3CC(=O)N([C@@H](C)CO)C[C@@H]2C)cc1 | -2 | .
C[C@H](CO)N1C[C@H](C)[C@@H](CN(C)C(=O)Nc2ccc(F)cc2)Oc2ccc(NC(=O)Nc3ccc4c(c3)OCO4)cc2C1=O | . | 0
Cc1sc2nc(SCC(=O)Nc3ccccc3C(F)(F)F)nc(N)c2c1C | -4 | -38
Cc1ccc(N(CC(=O)Nc2ccc(I)cc2C)S(C)(=O)=O)cc1C | -6 | 4
C[C@@H]1CN([C@@H](C)CO)C(=O)c2cccc(NC(=O)Nc3ccc(F)cc3)c2O[C@@H]1CN(C)Cc1ccc(C(F)(F)F)cc1 | . | -24
C[C@@H]1CN([C@H](C)CO)C(=O)Cc2cc(NC(=O)Nc3ccc(C(F)(F)F)cc3)ccc2O[C@H]1CN(C)CC1CC1 | 1 | 3
C[C@H](CO)N1C[C@H](C)[C@@H](CN(C)S(=O)(=O)c2ccc(Cl)cc2)OCCCC[C@H](C)Oc2ccc(NC(=O)CCCN(C)C)cc2C1=O | . | -7
C[C@@H]1CN([C@@H](C)CO)C(=O)Cc2cc(NS(=O)(=O)c3cccs3)ccc2O[C@@H]1CN(C)Cc1ccc(-c2ccccc2)cc1 | 1 | .

In a second layout: entries from further up.
Molecule	STK33 kin inh	p53 PUMA act
O=C(N[C@@H]1C[C@H]2CC[C@@H]1C2)c1ccc(CSc2ccccc2)cc1	.	42
COc1ccc(S(=O)(=O)N(C)C[C@H]2Oc3ccc(NC(=O)Cc4ccccc4)cc3C(=O)N([C@@H](C)CO)C[C@H]2C)cc1	0	-10
Cc1cccc(OCCn2c(C(C)O)nc3ccccc32)c1 (configuration not stated)	5	0
C/C=C/c1cnc2c(c1)C(=O)N([C@H](C)CO)C[C@@H](C)[C@H](CN(C)Cc1ccncc1)O2	.	11
Cn1c(=O)c2c(nc(Sc3nnc(N)s3)n2C)n(C)c1=O	.	-2
CC(=O)c1cccc(NC(=O)CN(c2cccc(F)c2)S(C)(=O)=O)c1	-3	-4
Nc1nnc(SCC(=O)Nc2ccc(Cl)cc2O)s1	1	5
Cc1noc(NS(=O)(=O)c2ccc(N)cc2)c1C	3	.
COc1ccc(NC(=O)N(C)C[C@@H]2Oc3ccc(NC(=O)Nc4ccc5c(c4)OCO5)cc3CC(=O)N([C@@H](C)CO)C[C@@H]2C)cc1	-2	.
C[C@H](CO)N1C[C@H](C)[C@@H](CN(C)C(=O)Nc2ccc(F)cc2)Oc2ccc(NC(=O)Nc3ccc4c(c3)OCO4)cc2C1=O	.	0
Cc1sc2nc(SCC(=O)Nc3ccccc3C(F)(F)F)nc(N)c2c1C	-4	-38
Cc1ccc(N(CC(=O)Nc2ccc(I)cc2C)S(C)(=O)=O)cc1C	-6	4
C[C@@H]1CN([C@@H](C)CO)C(=O)c2cccc(NC(=O)Nc3ccc(F)cc3)c2O[C@@H]1CN(C)Cc1ccc(C(F)(F)F)cc1	.	-24
C[C@@H]1CN([C@H](C)CO)C(=O)Cc2cc(NC(=O)Nc3ccc(C(F)(F)F)cc3)ccc2O[C@H]1CN(C)CC1CC1	1	3
C[C@H](CO)N1C[C@H](C)[C@@H](CN(C)S(=O)(=O)c2ccc(Cl)cc2)OCCCC[C@H](C)Oc2ccc(NC(=O)CCCN(C)C)cc2C1=O	.	-7
C[C@@H]1CN([C@@H](C)CO)C(=O)Cc2cc(NS(=O)(=O)c3cccs3)ccc2O[C@@H]1CN(C)Cc1ccc(-c2ccccc2)cc1	1	.

Next part
SMILES | STK33 kin inh | p53 PUMA act
CCNS(=O)(=O)c1ccc(NC(=O)c2cc(-c3ccccn3)nc3c(C)c(C)ccc23)cc1 | 1 | -7
Cc1cc(C)c(/C=C2\C(=O)Nc3ccccc32)[nH]1 | . | -10
C[C@H]1CN([C@@H](C)CO)C(=O)Cc2cc(NC(=O)Nc3ccc(F)cc3)ccc2O[C@@H]1CN(C)C(=O)Nc1ccc2c(c1)OCO2 | 3 | .
COc1ccc(Cn2c3ccc(Br)cc3c3nc4ccccc4nc32)cc1OC | 1 | 7
C[C@H](CO)N1C[C@H](C)[C@H](CN(C)Cc2ccc(-c3ccccc3)cc2)Oc2ccc(NC(=O)C3CC3)cc2CC1=O | 1 | .
COc1ccc(NC(=O)N(C)C[C@H]2Oc3ccc(NS(=O)(=O)c4cccs4)cc3C(=O)N([C@@H](C)CO)C[C@H]2C)cc1 | 2 | .
